Apoferritin bind: binds horse apoferritin like a general anesthetic; apoferritin/1-aminoanthracene competitive binding, fluorescence; Potency, µM (titrated, usually from 77.5 µM), for the others: at the highest dose activity change, negative = displacement, most hits filed as inhibitors; 0.074% of 350,000 active; P02791; further: potency means the concentration at half of the fitted maximal effect; on the % scale 0 is the no-effect control and ±100 the full control effect; nearly all actives have a fitted effect of over 20% in size
Target sequence (P02791 2-175 limits assumed): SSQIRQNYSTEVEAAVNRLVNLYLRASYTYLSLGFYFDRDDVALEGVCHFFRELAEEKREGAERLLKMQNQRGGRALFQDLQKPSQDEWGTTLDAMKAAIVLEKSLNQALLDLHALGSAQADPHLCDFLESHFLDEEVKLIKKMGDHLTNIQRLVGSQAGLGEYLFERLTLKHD
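10 uM apoferritin + 50% sat. 1-AMA, PBS; cpd 10 min RT; Ex380/Em535 endpoint; normalized to free probe vs complex; 4-param Hill fit; propofol titration as pos. ctrl.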
LDHA inh: LDHA (human) enzyme inhibition. P00338. purified LDHA, NADH/diaphorase-resazurin fluorescence; active compounds read low. activity change, % (values are at about 110 or 230 µM). 0.15% of 480,000 active. AID 1347041; in the data active means activity change below about -30%; inconclusive means mostly about -25% to -30%;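 further: plate controls were DMSO wells for no effect and wells without enzyme for full effect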
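Remaining NADH was detected by diaphorase (0.133 mg/mL) converting 37 µM resazurin to fluorescent resorufin, read at 0 and 20 minutes. The preceding 5-minute room-temperature reaction used 2 nM LDHA, 0.2 mM sodium pyruvate and 0.06 mM NADH at pH 7.4.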
POLB inh: inhibitors of human DNA polymerase beta; Pol beta primer extension/strand displacement, fluorescence kinetic; Potency, µM (series often up to 114 µM), inactives show at the top dose activity change, negative = inhibition, actives largely listed as inhibitors; 1.3% of 340,000 active; P06746; AID 485314; further: potency means the concentration at half of the fitted maximal effect; on the % scale 0 is the no-effect control and ±100 the full control effect
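Human Pol beta at 10 nM; strand-displacement substrate 50 nM final. Compound exposure 15 min at room temperature before start, reaction 10 min at room temperature.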
Glioma ERSR ind: inducers of ER stress response in human glioma cells; U87-MG GRP78 promoter luciferase reporter, 16 h; 0.02% of 420,000 active; AID 602332; Potency, µM, for the others: top-dose activation, usual class: activators; further: potency means the concentration at half of the fitted maximal effect; series mostly up to about 76 µM; % of control where 0% means no effect; nearly all actives have a fitted effect of over 35% in size
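Stably transfected U87-MG glioma cells carrying a GRP78-based luciferase sensor; 16 h compound incubation. Luminescence end-point read 10 min after Bright-Glo addition at room temperature.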
POLI inh: blocks human DNA polymerase iota activity. Q9UNA4. Pol iota fluorescent replication assay, 10 min. Potency, µM (series often up to 115 µM), inactives show at the top dose activity, negative = inhibition, most hits filed as inhibitors. 1% of 390,000 active; further: potency means the concentration at half of the fitted maximal effect
Target sequence (Q9UNA4 whole entry, looked up): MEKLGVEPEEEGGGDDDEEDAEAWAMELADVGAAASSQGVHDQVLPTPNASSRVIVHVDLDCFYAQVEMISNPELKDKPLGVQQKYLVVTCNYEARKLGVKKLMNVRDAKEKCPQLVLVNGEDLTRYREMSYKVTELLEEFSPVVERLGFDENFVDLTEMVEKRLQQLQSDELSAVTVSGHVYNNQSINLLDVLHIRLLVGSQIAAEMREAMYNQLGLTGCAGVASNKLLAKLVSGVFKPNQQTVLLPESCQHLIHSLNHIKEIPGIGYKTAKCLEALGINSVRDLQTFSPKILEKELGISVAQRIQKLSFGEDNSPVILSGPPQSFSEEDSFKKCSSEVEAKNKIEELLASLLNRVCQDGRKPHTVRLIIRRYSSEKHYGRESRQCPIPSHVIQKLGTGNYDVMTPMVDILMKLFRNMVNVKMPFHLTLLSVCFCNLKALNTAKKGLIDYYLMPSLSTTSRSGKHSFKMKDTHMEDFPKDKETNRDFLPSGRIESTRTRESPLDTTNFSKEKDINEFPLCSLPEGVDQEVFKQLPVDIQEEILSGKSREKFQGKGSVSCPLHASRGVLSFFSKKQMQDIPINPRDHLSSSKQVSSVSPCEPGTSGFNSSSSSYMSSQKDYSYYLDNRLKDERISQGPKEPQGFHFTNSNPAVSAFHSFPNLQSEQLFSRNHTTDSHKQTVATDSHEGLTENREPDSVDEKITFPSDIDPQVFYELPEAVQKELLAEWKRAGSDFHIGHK
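Pol iota at 10 nM preincubated 15 min with compounds at room temperature; reaction started with fluorescent substrate, 50 nM final. Fluorescence read kinetically at 0 and 10 min; buffer-only wells as negative control.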
BLM inh: blocks DNA unwinding by human BLM helicase | P54132 | Potency, µM (doses to about 56.1 µM), without a hit: top-dose activity change, negative = inhibition, most hits filed as inhibitors | recombinant BLM DNA unwinding, fluorescence dequenching | 0.2% of 350,000 active | AID 2528;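 further: potency means the concentration at half of the fitted maximal effect; plate controls were vehicle for no effect and no enzyme for full effect; nearly all actives have a fitted effect of over 35% in size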
Pol eta inh: DNA polymerase eta (human) inhibition; Q9Y253; recombinant Pol eta, fluorescent DNA replication assay; Potency, µM (titrated, usually from 114 µM), for the others: at the top dose activity change, negative = inhibition, actives largely listed as inhibitors; 1.2% of 390,000 active; AID 588591; further: potency means the concentration at half of the fitted maximal effect; on the % scale 0 is the no-effect control and ±100 the full control effect
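Pol eta at 10 nM preincubated with compounds 15 min at room temperature; reaction started with fluorescent substrate (50 nM final) and read kinetically at 0 and 10 min.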
APEX1 inh: blocks human APE1 abasic DNA cleavage; P27695; recombinant APE1, TAMRA/BHQ-2 abasic DNA cleavage fluorescence; Potency, µM (doses to about 65.8 µM), for inactives: top-dose activity change, negative = inhibition, hits mostly inhibitors; 0.35% of 350,000 active;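 further: potency means the concentration at half of the fitted maximal effect; plate controls were vehicle for no effect and reference inhibitor for full effect; nearly all actives have a fitted effect of over 55% in size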
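Activity was derived from the fluorescence gain between first and third kinetic reads (60 s intervals, ex 525/em 598 nm) after 50 nM THF-abasic TAMRA/BHQ-2 duplex was added to 0.75 nM APE1 preincubated 15 min with compound.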
POLK inh: inhibitors of human DNA polymerase kappa; Q9UBT6; purified Pol kappa, fluorescent DNA synthesis assay, 10 min; Potency, µM (top dose mostly 107 µM), for the others: top-dose activity, negative = inhibition, hits mostly inhibitors; 0.53% of 400,000 active; AID 588579; further: potency means the concentration at half of the fitted maximal effect; on the % scale 0 is the no-effect control and ±100 the full control effect
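Inhibition of 10 nM Pol kappa is measured by a fluorescent read-out at 0 and 10 min following addition of 50 nM substrate (final), with a 15-min room-temperature compound preincubation.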
* hit, by the source's call; ? = inconclusive; / = no result given; & = joins results of further samples; [ ] = another dose, or the depositor's remark. Unless noted, the call rests on the fitted dose curve; in most records, active means well fitted curve in the direction sought with a large enough effect; inconclusive means small, poorly fitted or top-dose-only effect, or another doubt; inactive means no such curve, though single readings can be large; an effect the other way counts as inactive or inconclusive. Some of the compounds tested (hit frequency here may not be typical).

Order of values: Apoferritin bind | LDHA inh | POLB inh | Glioma ERSR ind | POLI inh | BLM inh | Pol eta inh | APEX1 inh | POLK inh
- CC(C)(C#CCN1CCCC1)OCCC#N
  -6% | -2 | 14% | -1% | 24% | 0% | -8% | -2% | 1%
- CCOC(=O)c1sc2nc(C)c3c(c2c1N)CC(C)(C)OC3
  111%[activator] | -3&-3 | 7% | -3% | -1% | -7% | -7% | -6% | -15%
- CC(C)CNC(=O)c1cccc(NC(=O)COc2cccc([N+](=O)[O-])c2)c1
  -21% | -5 | 12% | -4% | 32%[activator] | 0% | -9% | 6% | 3%
- O=C(c1cccs1)C1C(c2ccc(Br)cc2)NC(=S)NC1(O)C(F)(F)F (centres undefined)
  -9% | -10 | 17% | -1% | 34%[activator] | -3% | -13% | -1% | -21%
- O=C(NC(=S)N1CCOCC1)c1cn(-c2ccccc2)nc1-c1ccc(F)cc1
  / | -1 | / | 0% | -4% | / | -22% | 0% | -2%
- O=[N+]([O-])c1c(NCc2ccccc2)cc(N2CCc3ccccc3C2)c2nonc12
  -7% | 11 | -17% | -2% | 12% | -14% | -11% | 2% | -5%
- CC(C)COc1ccc(CSCCNC(=S)Nc2ccccc2)cc1
  61%[activator] | -1 | 0% | -5% | 3% | -14% | -16% | -1% | -12%
- O=C(Cc1cccs1)N(CC1CCCO1)C1(C(=O)NC2CCCCC2)CCCCC1 (centres undefined)
  -1% | -10 | 0% | -6% | ? | 0% | ? | 15% | -25%
- CCCNC(=O)C1(CC2CC(c3ccccc3)=NO2)CCN(C(=O)c2cc(OCC)c(OCC)c(OCC)c2)CC1 (centres undefined)
  / | -3 | / | -3% | 40%[activator] | / | -24% | / | 2%
- Oc1ccc2c(ccc3[nH]cnc32)c1
  -4% | 6 | ? | 3% | -15% | -9% | 5% | -6% | -17%
- CN(C)c1ncccc1-c1nc2ccccc2s1
  44%[activator] | 0 | ? | 0% | 55%[activator] | 1% | -21% | -11% | 1%
- COc1ccc(/C=N/OCC(=O)Nc2nc3ccccc3s2)cc1OC
  1% | -2 | 23% | 2% | 66%[activator] | -1% | -10% | 7% | -5%
- COc1ccc(C(=O)O)c(O)c1OC
  0% | / | / | -2% | / | 4% | / | -16% | -20%[60.1 µM]
- CN(Cc1ccccc1)C(=O)COC(=O)CNS(=O)(=O)c1ccc2ccccc2c1
  / | -6 | / | -2% | 23% | / | 2% | 22% | -4%
- COc1ccc(-c2cc3c(=O)n(CC(=O)NCCCN4CCC(N5CCCCC5)CC4)ncn3n2)cc1
  -8% | 1 | 8% | -5% | -9% | -7% | 5% | 31% | 0%
- Cc1cc(C)cc(NC(=O)Cn2cc(S(=O)(=O)NC(C)(C)C)c(S(=O)(=O)NC(C)(C)C)c2)c1
  ? | 2 | 5% | -2% | 37%[activator] | -8% | ? | / | -9%
- COC(=O)c1cc(OC)c(OC)cc1NC(=O)C1CCCO1 (centres undefined)
  2% | -3 | -25% | -6% | 4%[58.9 µM] | 1% | -18% | 1% | 1%
- O=C(Nc1cccc(F)c1)C1CCN(C(=O)c2ccc(Br)cc2)CC1
  -8% | 0 | 11% | 7% | -13% | -4% | -12% | 1% | 6%
- Nc1nnc(SCC(=O)Nc2cc(S(=O)(=O)N3CCOCC3)ccc2N2CCCC2)s1
  / | -3 | / | -7% | 14% | / | -20% | 47% | 1%
- CN1CCN(C(=O)CN2C(=O)NC(C)(c3ccc4ccccc4c3)C2=O)CC1 (centres undefined)
  / | -4 | / | -3% | 21% | / | -21% | 35% | -10%
- CCOC(=O)C1=C(C)NC(C)=C(C(=O)OC)C1c1cccc([N+](=O)[O-])c1 (centres undefined)
  ? | -6 | 0% | -4%&1%&-3%&-2%&-3% | ? | -6%&6%&-10%&-13% | -8% | -6%&20%&1%&-4%&-3%&-9% | -10%[60.1 µM]
- Cc1cc(C)c(Cn2c3ccccc3c3cnn(CC(=O)NCc4ccc(Cl)cc4)c(=O)c32)c(C)c1
  -3% | -10 | -11% | -1% | 17% | 0% | -11% | / | -3%
- O=C(CN1CCCCCCC1)N/N=C/c1ccc([N+](=O)[O-])o1
  ? | 0 | ? | 0% | 45µM* | -4% | ? | 26% | ?
- Cc1cc(=O)[nH]c2nnc(SCC(N)=O)n12
  7% | -5 | -16% | -2% | 17% | 2% | -5% | / | -8%[60.1 µM]
- COc1ccc2nc(NCCCO)[nH]c2c1
  1% | -8 | -19% | 3% | -1% | -7% | -10% | -1% | -21%
- CS(=O)(=O)c1ccccc1C(=O)Nc1cccc(-c2nc3ccccc3o2)c1
  -4% | -2 | 39% | -1% | -2% | -3% | -3% | 33% | 6%
- COc1ccc(/C(C)=N\Nc2nc(-c3ccc(Cl)cc3)cc(C(F)(F)F)n2)cc1OC
  4% | -8 | 6% | 1% | 16% | 3% | -10% | -8% | -11%
- C=CCNC(=S)Nc1c(C(=O)OC)[nH]c2cc(OC)ccc12
  15% | -2 | 1% | -11% | 16% | -2% | -22% | ? | -3%
- Cc1cc(C(=O)N/N=C/c2ccc(C)s2)n[nH]1
  -7% | -7 | 16% | 1% | 58%[activator] | 0% | -18% | -9% | 1%
- CN(C[C@H](c1ccccc1)N(C[C@H](Cc1ccccc1)N(CCc1ccccc1)N=O)N=O)N=O
  -17% | -1 | -1% | -5% | ? | -8% | -13% | -9% | -1%

Reprinted at random: three compounds from above.
Order of values: Apoferritin bind | LDHA inh | POLB inh | Glioma ERSR ind | POLI inh | BLM inh | Pol eta inh | APEX1 inh | POLK inh
- O=C(c1cccs1)C1C(c2ccc(Br)cc2)NC(=S)NC1(O)C(F)(F)F (centres undefined)
  -9% | -10 | 17% | -1% | 34%[activator] | -3% | -13% | -1% | -21%
- CC(C)(C#CCN1CCCC1)OCCC#N
  -6% | -2 | 14% | -1% | 24% | 0% | -8% | -2% | 1%
- C=CCNC(=S)Nc1c(C(=O)OC)[nH]c2cc(OC)ccc12
  15% | -2 | 1% | -11% | 16% | -2% | -22% | ? | -3%

Carrying on:
Order of values: Apoferritin bind | LDHA inh | POLB inh | Glioma ERSR ind | POLI inh | BLM inh | Pol eta inh | APEX1 inh | POLK inh
- Cc1c(OC(C)C(=O)NCCCN2CCOCC2)ccc2c3c(c(=O)oc12)CCC3 (centres undefined)
  1% | -1 | 5% | -1% | 26% | -4% | -2% | 22% | -4%
- COc1ccc2c(c1OC)CN(C)CCc1cc3c(cc1C(O)C2)OCO3 (centres undefined)
  -13% | 2 | 17% | -6% | -6% | -1% | -11% | -1% | -13%
- Cc1ccccc1CSc1nnc([C@@H]2CCCN2)o1
  -5% | 5 | 4% | -1% | 5% | 1% | -6% | ? | 7%
- Cc1cccc(N2CCN(S(=O)(=O)c3ccc(Cl)nc3)CC2C)c1 (centres undefined)
  / | -6 | / | -1% | 94%[activator] | / | -20% | -11% | -9%
- O=C(NCC(O)c1ccc([N+](=O)[O-])cc1)C1CCCCC1 (centres undefined)
  -1% | -8 | 7% | -6% | -4% | -6% | -1% | -8% | -3%
- CC(C)CC(=O)N(Cc1ccccc1)S(=O)(=O)c1ccc2c(c1)oc(=O)n2C
  ? | 4 | 26% | / | 12% | -1% | / | / | -2%
- Cc1nonc1NC(=O)CSc1nc(C23CC4CC(CC(C4)C2)C3)nc2ccccc12
  -5% | -6 | 2% | ? | 10% | -12% | ? | -1% | -21%
- CCOc1ccc(N(CC(=O)Nc2ccc(OC)cc2)S(=O)(=O)c2c(C)[nH]c(=O)[nH]c2=O)cc1
  -6% | -3 | 7% | -2% | 14% | -16% | -11% | -2% | 1%
- COc1ccccc1C1C2=C(COC2=O)Nc2cc3c(cc21)OCO3 (centres undefined)
  -14% | 0 | 1% | 0% | 1% | -8% | -8% | 15% | -1%
- Nc1cccc2c1C(=O)N(c1ccccc1)C2=O
  / | 0 | / | -2% | 44%[activator] | / | 3% | / | 0%
- CCCN(C(=O)Cn1ncc2c([nH]c3ccccc32)c1=O)c1ccccc1C
  -2% | -6 | 0% | 9% | 45%[activator] | -1% | -12% | 9% | 3%
- CC(=O)c1sc(NC(=O)CCS(=O)(=O)c2ccc(C)cc2)nc1C
  / | -4 | / | -3% | 22% | / | -12% | -11% | -7%
- O=C(CNC(=O)c1ccccc1)OC1CCCCC1
  -12% | -3 | 2% | -6% | 62%[activator] | -3% | -19% | 2% | -10%
- Cc1ccc(S(=O)(=O)N(C)c2nonc2C)cc1
  ? | -1 | 41% | -4% | -18% | -8% | -15% | -7% | -3%
- Cc1nc(NC(=O)CCl)sc1C(=O)N(C)C
  -1% | -2 | 21% | 11% | -8% | -4% | 9% | 3% | -1%
- Cc1ccc(S(=O)(=O)SCCCSS(=O)(=O)c2ccc(C)cc2)cc1
  / | -7 | / | -11% | 4% | / | -12% | / | -9%
- O=C(NCC1CC1)C1(C(F)(F)F)C/C(=C\CCO)CCCO1 (centres undefined)
  2% | / | / | -3% | 0% | 1% | / | -2% | -23%
- CCc1ccc(NC(=O)C2CCCN(S(=O)(=O)c3ccc4c(c3)oc(=O)n4C)C2)cc1 (centres undefined)
  -14% | -3 | -7% | -3% | 49%[activator] | 2% | -15% | / | 4%
- NC1=NN(c2cccc(C(=O)O)c2)C(=O)C1
  -15% | 2 | -4% | -6% | ? | -1% | ? | 15% | -20%
- Cc1ccc(S(=O)(=O)N2C(=O)CCC2C(=O)N2CCN(C)CC2)cc1 (centres undefined)
  -6% | -3 | 23% | -1% | 1% | 5% | 3% | 4% | 3%
- O=C(CS(=O)c1ccc(F)cc1)Nc1ccccc1Cl (centres undefined)
  -2% | -3 | -20% | -1% | 80%[activator] | -17% | -26% | 0% | -6%
- COc1cc(C(O)P(=O)(OCC(C)C)c2ccc(N(C)C)cc2)cc(OC)c1OC (centres undefined)
  -2% | -1 | -13% | -5% | 153%[activator] | 0% | -16% | 1% | -3%
- CC(C)COc1ccc(C(=O)N/C(=C/c2cccc([N+](=O)[O-])c2)C(=O)O)cc1
  -9% | -3 | 0% | -4% | -12% | -1% | -1% | 4% | -21%
- COc1ccccc1N(CC(=O)Nc1ccc(C)cc1Cl)S(=O)(=O)c1cccs1
  / | 0 | / | -3% | 26% | / | -18% | -15% | -1%
